# Screens (PubChem)
# HEK293 tox: cytotoxicity in counter-screen for GLP-1R inverse agonists; HEK293 cAMP-luciferase reporter cells, luminescence, 24 h; Potency, µM (series often up to 38.3 µM), for the others: at the highest dose activity change, negative = inhibition, usual class: inhibitors; 410,000 compounds, 0.13% hits; AID 624418;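 also: loss of luciferase light is scored as toxicity; potency is read from the fitted curve at half-maximal effect; % is scaled to controls: 0 for no effect and ±100 for the full control effect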
#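 MLSMR compounds, 24 hr on cells at 37 deg C/5% CO2; luminescence after luciferase reagent (12 min RT). Inhibition counted as the undesired cytotoxic outcome.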
# GLP-1R agonist: GLP-1 receptor (human) agonism; HEK293 GLP-1R CRE-luciferase, luminescence, 4-6 h; cells express a hypersensitive GLP-1R form; Potency, µM (titrated, usually from 45.6 µM), without a hit: at the highest dose activation, usual class: activators; 380,000 compounds, 0.007% hits; also: potency is read from the fitted curve at half-maximal effect; % of control where 0% means no effect
# Target sequence (P43220 whole entry, looked up): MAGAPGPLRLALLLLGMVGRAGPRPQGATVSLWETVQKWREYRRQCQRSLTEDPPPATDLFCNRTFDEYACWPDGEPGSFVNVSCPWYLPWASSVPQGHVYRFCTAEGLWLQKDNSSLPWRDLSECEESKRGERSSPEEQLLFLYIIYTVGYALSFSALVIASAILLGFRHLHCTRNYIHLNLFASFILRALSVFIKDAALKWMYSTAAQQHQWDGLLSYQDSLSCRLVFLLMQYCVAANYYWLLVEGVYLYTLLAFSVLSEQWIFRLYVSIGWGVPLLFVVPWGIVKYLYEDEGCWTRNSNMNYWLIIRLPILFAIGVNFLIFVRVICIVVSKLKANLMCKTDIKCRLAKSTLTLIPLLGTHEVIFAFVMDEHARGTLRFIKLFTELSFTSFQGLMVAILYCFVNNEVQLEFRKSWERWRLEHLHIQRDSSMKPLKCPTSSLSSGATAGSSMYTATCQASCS
# EPAC1 agonist: agonists of human EPAC1; O95398; EPAC1 agonist qHTS, biochemical assay; response scale: 100% = response to 6.5 mM cAMP; Potency, µM (titrated, usually from 154 µM), for the others: at the top dose activation, most hits filed as activators; 360,000 compounds, 0.073% hits; AID 720707; also: potency is read from the fitted curve at half-maximal effect; nearly all actives have a fitted effect of over 60% in size
#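 EPAC1 100 nM, Rap1B–BODIPY-GDP 250 nM, unlabeled GDP 50 uM; compound titration; 5 min RT; kinetic read ex480/em540 at 5-min intervals ×30 min; data normalized to 6.5 mM cAMP agonist control.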
# PLK1 PBD inh: blocks phosphopeptide binding to human PLK1 polo-box domain; AID 720504; Potency, µM, inactives show max response, negative = inhibition, most hits filed as inhibitors; P53350; 360,000 compounds, 2.8% hits; Plk1 PBD binding of FITC phosphopeptide, fluorescence polarization; also: potency is read from the fitted curve at half-maximal effect; series mostly up to about 57 µM; % is scaled to controls: 0 for no effect and ±100 for the full control effect; nearly all actives have a fitted effect of over 65% in size
# IL-2 act: IL-2 activation; IL-2 activation reporter assay, cell-based qHTS; stimulated with anti-CD3/CD4/CD28 beads; in transgenic mouse T cells; activation, % (series mostly up to about 46 µM); 360,000 compounds, 0.065% hits; in the data active = activation above about 50%; inconclusive = mostly about 30% to 49%; also: 0% is about no effect
#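 Unstimulated transgenic mouse T cells, 750 per well, received compound and, after 60 minutes, anti-CD3/anti-CD4 bead plus anti-CD28 stimulation. EGFP and DsRed were quantified after 18 hours.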
# PI5P4K alpha inh: blocks human PI5P4K alpha kinase activity; P48426; PI5P4Kalpha enzyme, ADP-Glo luminescence, 60 min; stronger effect = lower value; max response, %; 330,000 compounds, 1.2% hits; AID 652105; active = max response of -50% or lower; inconclusive = between -30% and -50%; inactive = -30% or higher; also: value at the top dose of about 77 µM; % is scaled to controls: 0 for no effect and ±100 for the full control effect
# Target sequence (P48426 whole entry, looked up): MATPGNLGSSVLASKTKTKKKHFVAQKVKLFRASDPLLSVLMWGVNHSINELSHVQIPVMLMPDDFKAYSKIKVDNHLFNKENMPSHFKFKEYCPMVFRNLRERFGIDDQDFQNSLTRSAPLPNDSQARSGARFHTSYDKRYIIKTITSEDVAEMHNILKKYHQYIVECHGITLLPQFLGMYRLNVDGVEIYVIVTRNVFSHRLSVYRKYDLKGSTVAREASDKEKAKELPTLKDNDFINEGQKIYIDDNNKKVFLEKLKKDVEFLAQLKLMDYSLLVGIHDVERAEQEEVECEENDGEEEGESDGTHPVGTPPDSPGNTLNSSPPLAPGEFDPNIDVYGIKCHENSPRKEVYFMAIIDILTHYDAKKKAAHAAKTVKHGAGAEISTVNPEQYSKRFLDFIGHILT
#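 Quantitative HTS of the MLSMR library against PI5P4Kalpha with substrate. ATP added last at 5 microM final; room temperature, 60 minutes. Remaining ATP depleted, ADP converted and read as luminescence.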
# GLP1R inv ag: GLP-1 receptor (human) inverse agonism; P43220; HEK293 GLP-1R CRE-luciferase, luminescence, 24 h; GLP-1R form is constitutively active; Potency, µM (series often up to 38.3 µM), for the others: top-dose activity change, negative = inhibition, most hits filed as inhibitors; 410,000 compounds, 1.6% hits; AID 624417; also: potency is read from the fitted curve at half-maximal effect; % is scaled to controls: 0 for no effect and ±100 for the full control effect; nearly all actives have a fitted effect of over 55% in size
#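 Seeding at 200 cells/uL, 12 h culture, 24 hr compound treatment, then luciferase reagent and a luminescence read; cells are HEK293 stably expressing a constitutively active GLP-1R plus cAMP-responsive luciferase.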
# PTHR1 ag: activates the human parathyroid hormone receptor PTHR1. Q03431. HEK293 GP2 PTHR1 cells, GloSensor cAMP luminescence, 1 h. Potency, µM (titrated, usually from 115 µM), for inactives: top-dose activation, actives largely listed as activators. 410,000 compounds, 0.075% hits. AID 743266; also: potency is read from the fitted curve at half-maximal effect; nearly all actives have a fitted effect of over 55% in size; some results filed as inactive show a strong effect at the top dose; inactives centre near -15; many of its hits are not listed in these tables
#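 HEK-293-derived GP2 cells expressing PTHR1 and a GloSensor cAMP reporter, 3,000/well, plated overnight, given luciferin plus IBMX (each 0.5 mM as added) for 1 h at 37 °C, then compound for 1 h at 37 °C. Luminescence was read after 15 min at room temperature.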
# EPAC1 antagonist: EPAC1 (human) antagonism. O95398. EPAC1 GEF assay, Rap1b-BODIPY-GDP exchange fluorescence. Potency, µM (doses to about 115 µM), for the others: at the highest dose activity change, negative = inhibition, hits mostly inhibitors. 360,000 compounds, 0.14% hits. AID 720709;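 also: potency is read from the fitted curve at half-maximal effect; plate controls were vehicle for no effect and positive control for full effect; nearly all actives have a fitted effect of over 50% in size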
# * marks the source's active call; other numbers are inactive results; i = inactive; ? = inconclusive; . = not tested or not shown; [ ] = dose if it differs, or a comment. Unless noted, calls follow the shape of the dose curve; as a rule, active = well fitted curve in the direction sought with a large enough effect; inconclusive = small, poorly fitted or top-dose-only effect, or another doubt; inactive = no such curve, though single readings can be large; an effect the other way counts as inactive or inconclusive.
molecule	HEK293 tox	GLP-1R agonist	EPAC1 agonist	PLK1 PBD inh	IL-2 act	PI5P4K alpha inh	GLP1R inv ag	PTHR1 ag	EPAC1 antagonist
O=C(COC(=O)[C@H](Cc1ccccc1)NS(=O)(=O)c1ccccc1F)NC1CCCCC1	-12%	9%	-4%	2%	-1.9	2	7%	-30%[57.5 µM]	-1%
Cc1ccc(NC(=S)N=Nc2c(O)n(C)c3ccc(S(=O)(=O)N4CCOCC4)cc23)cc1C	?	-7%	6%	2%	-1.6	3	-11%	-10%	0%
CCN(C(=O)CSc1nc2ccccc2c(=O)n1CCOC)C1CCS(=O)(=O)C1 (configuration not stated)	11%	6%	3%	-15%	0.5	-3	9%	i	?
COc1ccccc1N(C)S(=O)(=O)c1ccc(C(=O)Nc2cccc(S(=O)(=O)N3CCOCC3)c2)cc1	-14%	-1%	14%	-1%	0.5	9	?	-34%[inhibitor]	0%
CCCc1cc(C(=O)NCc2ccccc2)no1	6%	4%	1%	4%	-2.0	11	-17%	-5%	-8%
CC(C)[C@H](NC(=O)OC(C)(C)C)c1cc(C(=O)N2CCOCC2)c(N)s1	7%	.	-13%	?	-0.5	?	20%	i	26%
Cn1nnnc1NCc1c(F)cccc1Cl	-13%	-2%	-2%	-4%	3.0	.	0%	i	0%
CCOC(=O)Cc1cc(=O)n2[nH]c(-c3ccc(C)cc3)cc2n1	9%	-5%	6%	-5%	-2.8	.	5%	-5%[57.5 µM]	0%
CCOc1ccc(NC(=O)CN2CCN(C(=O)c3ccco3)CC2)cc1S(=O)(=O)N1CCCC1	-23%	5%	14%	1%	-2.5	-3	1%	i	8%
COc1ccc(OCCSc2nnc(Cc3cccc4ccccc34)n2N)cc1	-7%	23%	-12%	-15%	0.4	-4	-18%	-76%	-4%
Cc1onc(-c2c(Cl)cccc2Cl)c1C(=O)N1CCN(c2ccccc2F)CC1	-19%	-10%	14%	2%	-3.1	4	?	i	-22%
Cc1ccc(-c2nnn(CC(=O)N(CCO)C(C(=O)NC3CCCC3)c3ccc(F)cc3)n2)o1 (configuration not stated)	4%	4%	-15%	-5%	7.2	0	11%	i	25%
CC(C)CN1C(=O)C(=Nc2cccnc2)c2ccccc21	-2%	7%	-4%	?	-2.7	-3	15%	7%	-24%
O=c1cc(OCc2ccccc2)cc[nH]1	-25%	-5%	-10%	1%	-0.5	-7	4%	-18%	19%
Cc1c(Nc2cc(N3CCCCCC3)c3nonc3c2[N+](=O)[O-])c(=O)n(-c2ccccc2)n1C	-11%	0%	8%	-8%	2.7	0	2%	i	-8%
CSc1ccccc1C(=O)OCC(=O)N1CCCCCC1	-13%	21%	10%	3%	0.1	0	?	i	10%
Cc1cc(C(=O)Nc2cccc(S(=O)(=O)N3CCCC3)c2)c2ccccc2n1	4%	6%	1%	-16%	-1.0	4	12%	-10%	-9%
COc1ccc(CN2C(=O)c3cccnc3C2=O)cc1S(=O)(=O)N1CC(C)CC(C)C1 (configuration not stated)	-7%	-3%	-10%	-8%	-2.6	-1	2%	-5%	-8%
Cc1sc2c(c1C)C(=O)/C(=C\Nc1ccncc1)S(=O)(=O)N2C	-8%	1%	9%	17%	0.9	-5	-6%	-14%	-12%
Cc1c(C(=O)Nc2ccccc2C(=O)N2CCCC2)cccc1[N+](=O)[O-]	-24%	-3%	1%	0%	0.4	2	3%	-7%	-23%

# 3 entries already listed, ordered by molar mass, lowest first:
molecule	HEK293 tox	GLP-1R agonist	EPAC1 agonist	PLK1 PBD inh	IL-2 act	PI5P4K alpha inh	GLP1R inv ag	PTHR1 ag	EPAC1 antagonist
Cn1nnnc1NCc1c(F)cccc1Cl	-13%	-2%	-2%	-4%	3.0	.	0%	i	0%
Cc1onc(-c2c(Cl)cccc2Cl)c1C(=O)N1CCN(c2ccccc2F)CC1	-19%	-10%	14%	2%	-3.1	4	?	i	-22%
Cc1ccc(-c2nnn(CC(=O)N(CCO)C(C(=O)NC3CCCC3)c3ccc(F)cc3)n2)o1 (configuration not stated)	4%	4%	-15%	-5%	7.2	0	11%	i	25%

# More records follow:
molecule	HEK293 tox	GLP-1R agonist	EPAC1 agonist	PLK1 PBD inh	IL-2 act	PI5P4K alpha inh	GLP1R inv ag	PTHR1 ag	EPAC1 antagonist
COc1ccc(CN/C=C2\CCCCC2=O)cc1	-10%	-6%	3%	-3%	-2.6	.	-9%	i	6%
C/C(=N\NC(=S)NCc1ccccc1)c1ccc(C#N)cc1	8%	2%	2%	8%	0.2	2	23%	2%	12%
N#CCC(=O)N/N=C/c1cc([N+](=O)[O-])ccc1N1CCOCC1	2%	5%	-3%	-17%	0.7	6	-28%	?	-12%
COc1cccc2c1OC1(C)CC2NC(=O)N1c1cccc(C(=O)Nc2ccc3c(c2)OCCO3)c1 (configuration not stated)	-14%	-2%	3%	30µM*	-0.5	-9	?	-4%[57.5 µM]	6%
COC(=O)[C@]12CCCCC=C1N(Cc1cccc3ccccc13)C(=O)[C@H](CC(=O)N1CCCC1)C2	-8%	-2%	8%	-7%	-0.6	2	?	i	-18%
Cc1onc(-c2ccccc2Cl)c1C(=O)Nc1sc2c(c1C(N)=O)CCC(C)C2 (configuration not stated)	-5%	7%	19%	-14%	-1.4	.	?	i	-5%
CCOc1cc(C(=O)Oc2cc(C)[nH]c(=O)c2[N+](=O)[O-])cc(OCC)c1OCC	-6%	-2%	0%	5%	-0.7	-3	20%	i	-19%
COc1cccc(OC)c1C(=O)N1CCN(C(=O)c2ccc(-c3ccccc3)cc2)CC1	7%	-1%	-8%	-11%	-3.8	0	-21%	0%	-9%
COc1cc(OC)c(NC(=O)c2cccc(F)c2)cc1Cl	1%	6%	5%	-6%	-2.3	2	8%	-14%	-9%
COC(=O)c1sccc1NS(=O)(=O)c1ccccc1[N+](=O)[O-]	-14%	-1%	?	-3%	-0.4	-3	-10%	-3%	-9%
N#Cc1ccccc1S(=O)(=O)N1CCNS(=O)(=O)c2ccccc21	1%	2%	-8%	-13%	-0.1	-4	11%	-26%	1%
CC(C)CC(NC(=O)C1CCCCC1)C(=O)NCc1ccccn1 (configuration not stated)	-7%	-15%	-3%	0%	-0.3	.	9%	i	12%
Cc1ccccc1-c1nn[nH]n1	5%	-15%	1%	-5%	-0.1	.	-6%	-13%[57.5 µM]	2%
CCn1c(SCc2nc3ccccc3s2)nc2cc(S(=O)(=O)N3CCOCC3)ccc21	12%	15%	16%	-17%	-2.8	2	64%[activator]	-20%	-3%
CCN(CCCn1c(=S)[nH]c2ncccc2c1=O)c1ccccc1	15%	-6%	16%	-7%	-2.2	.	2%	21%[57.5 µM]	-3%
CC(=O)C1C(c2ccccc2)c2c(noc2C)CC1(C)O (configuration not stated)	3%	-1%	3%	-7%	0.3	-1	6%	0%	-4%
Cn1c(=NC(=O)c2cnccn2)sc2ccccc21	-10%	-3%	-4%	1%	-1.5	-10	-17%	-9%	-12%
Cc1ccc(C23CC4CC(CC(C(=O)NC(C)C(=O)O)(C4)C2)C3)cc1 (configuration not stated)	-3%	-1%	-5%	1%	-4.9	-11	10%	i	-29%
CC(C)C[C@@H]1Cc2[nH][nH]c(=O)c2[C@H](CCc2ccccc2)O1	-7%	10%	-17%	-16%	0.4	20	?	-11%	-20%
COC(=O)c1ccc(NC(=O)CC2C(=O)N(C)C(=S)N2Cc2ccc(S(N)(=O)=O)cc2)cc1 (configuration not stated)	1%	-1%	-7%	-14%	0.3	-4	-8%	26%	-9%
CC(=O)Nc1ccc(CNc2nc3cc(-c4ccsc4)sc3c(=O)n2C)cc1	2%	9%	17%	-3%	0.5	-1	2%	-4%	?
O=C(N/N=C/c1coc2ccc(Cl)cc2c1=O)c1ccncc1	15%	-10%	2%	?	-0.3	-9	?	-11%	2%
CC1(C)OC(=O)C(=CNC(=O)c2c(F)cccc2F)C(=O)O1	0%	-1%	6%	-25%	-0.1	-7	4%	-4%	-8%
Cc1cccc(NC(=S)N/N=C/c2cccc(O)c2)c1C	?	4%	8%	1%	-2.4	-9	7.9µM*	-10%	-11%
COC(=O)c1ccccc1NC(=S)NC(NC(=O)c1ccccc1[N+](=O)[O-])C(Cl)(Cl)Cl (configuration not stated)	15%	4%	24%	27µM*	-1.7	-8	1%	-15%	-7%
CC(Oc1cccc(Cl)c1)C(=O)Nc1ccccc1N1CCCCC1 (configuration not stated)	0%	6%	-12%	-7%	-3.2	10	?	-63%[inhibitor]	-17%
CCOC(=O)C(CC)n1cnc2c(nnn2-c2ccc(OC)cc2)c1=O (configuration not stated)	-10%	2%	0%	0%	-0.7	.	-11%	-22%[57.5 µM]	-2%
COc1ccc(NC(=O)Cn2c(=O)c3ccccc3n3nncc23)cc1Cl	12%	-1%	.	.	.	.	-4%	i	.
CCCC(=O)N1CC(=O)Nc2ccc(C)cc2C1c1ccccc1 (configuration not stated)	-6%	1%	0%	-3%	-2.0	-5	15%	i	?
c1cncc(-c2nnc(-c3ccco3)o2)c1	5%	15%	8%	-2%	1.1	.	0%	?	3%
CC(C)[C@@H](N)C(=O)NCC1CCC(C(=O)N[C@@H](Cc2ccccc2)C(=O)O)CC1 (some centres not stated)	-7%	0%	3%	-13%	-3.5	19	4%	-4%	7%
Cc1nnc(NC(=O)C2CCCN2S(=O)(=O)c2ccc(Cl)cc2)s1 (configuration not stated)	-2%	6%	-2%	0%	0.2	-2	-15%	-14%	-12%
CC(C)C(C)NC(=O)Cn1cnc2c(oc3ccccc32)c1=O (configuration not stated)	3%	0%	12%	-14%	-1.2	1	4%	-7%	-9%
CCCc1c(C(=O)N/N=C/c2cccc3ccccc23)nnn1-c1nonc1N	-17%	-5%	-13%	-2%	-1.2	1	-20%	-11%	14%
CC(C)(/C=N/O)/[N+]([O-])=C/C=[N+](\[O-])C(C)(C)/C=N/O	4%	-13%	-2%	1%	3.2	2	11%	i	5%

# This is a subset, so the mix of outcomes need not match the whole.
